GC-A act = GC-A (human) enzyme activation | HEK293 GC-A cells, cGMP TR-FRET, EC30 ANP; 0% at EC30 ANP, 100% saturating ANP | activation, % at 10 µM | 370,000 compounds, 0.14% hits; in the data active = activation above about 40%
FXN GAA850 act = increases GAA850 frataxin promoter reporter activity. HEK293 lucGAA850 FXN promoter luciferase reporter, 24 h; percent of 10 µM SAHA response. 360,000 compounds, 0.56% hits. AID 540364. activation, % at 6 µM;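 active = activation above the average of all compounds screened plus 3 SD, cutoff fixed separately per campaign, cut at about 7.5% in these data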;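 also: 0% = DMSO wells and 100% = 10 µM SAHA wells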
NPR2 activator = GC-B (human) receptor activation | P20594 | activation, % at 10 µM | HEK293-GC-B cells, CNP EC30, cGMP TR-FRET; 0% at EC30 CNP, 100% saturating CNP | 370,000 compounds, 0.11% hits;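 active = activation at 10 µM reaching about 35% in either raw or pattern-adjusted values, limit read from the data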
Target sequence (P20594 whole entry, looked up): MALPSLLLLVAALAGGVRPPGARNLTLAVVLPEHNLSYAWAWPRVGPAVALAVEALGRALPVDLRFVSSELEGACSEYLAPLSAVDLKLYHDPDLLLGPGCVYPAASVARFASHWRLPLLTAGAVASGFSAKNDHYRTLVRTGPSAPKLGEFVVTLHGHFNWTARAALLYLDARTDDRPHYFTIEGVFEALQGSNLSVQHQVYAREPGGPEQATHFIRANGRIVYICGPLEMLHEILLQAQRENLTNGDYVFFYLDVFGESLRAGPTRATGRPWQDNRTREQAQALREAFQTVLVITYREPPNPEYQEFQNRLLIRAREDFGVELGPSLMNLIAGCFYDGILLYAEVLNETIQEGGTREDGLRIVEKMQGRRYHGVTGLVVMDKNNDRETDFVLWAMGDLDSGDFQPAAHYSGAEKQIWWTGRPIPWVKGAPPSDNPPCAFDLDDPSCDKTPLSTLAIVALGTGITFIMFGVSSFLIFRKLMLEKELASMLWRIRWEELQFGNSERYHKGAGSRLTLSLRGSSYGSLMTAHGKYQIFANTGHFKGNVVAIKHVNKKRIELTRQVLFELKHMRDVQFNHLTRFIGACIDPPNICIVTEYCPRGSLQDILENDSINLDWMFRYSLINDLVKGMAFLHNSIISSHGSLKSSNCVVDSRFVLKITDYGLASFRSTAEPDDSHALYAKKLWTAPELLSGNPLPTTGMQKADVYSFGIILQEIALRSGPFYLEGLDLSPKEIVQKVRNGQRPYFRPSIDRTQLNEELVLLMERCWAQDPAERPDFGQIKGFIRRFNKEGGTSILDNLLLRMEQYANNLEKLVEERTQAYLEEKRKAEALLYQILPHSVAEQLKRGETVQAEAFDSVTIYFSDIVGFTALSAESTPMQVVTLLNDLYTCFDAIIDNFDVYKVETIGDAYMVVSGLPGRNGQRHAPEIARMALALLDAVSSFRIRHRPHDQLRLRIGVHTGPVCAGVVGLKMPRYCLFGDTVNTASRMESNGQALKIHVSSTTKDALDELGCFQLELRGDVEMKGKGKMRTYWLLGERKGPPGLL
Numbers without * were called inactive; . = no result given. This is a subset (hit frequency here may not be typical).

smiles	GC-A act	FXN GAA850 act	NPR2 activator
O=C(COc1ccc(Cl)cc1)Nc1ccc(C(=O)NCc2cccnc2)cc1	.	-0.4	.
CC1C/C(=C/c2ccccn2)C(=O)/C(=C/c2ccccn2)C1 (stereo unspecified)	.	-16	.
CCCCCCCCNc1ncnc2ccccc12	.	-4.4	.
O=C(Nc1ccc2ncccc2c1)c1ccccc1Br	.	3.8	.
COc1cc(CNc2ccc(O)cc2)cc(Br)c1OCc1ccccc1F	.	2.0	.
CCCCc1ccc(NC(=O)Nc2cc(C)nn2C)cc1	.	1.4	.
O=C1NC(=O)C(CC(=O)N(c2ccccc2)C2(C(=O)NC3CCCC3)CCCCC2)N1 (stereo unspecified)	.	-0.2	.
O=C(NCCc1ccccc1)c1cccc(N2CCCC2=O)c1	.	2.0	.
CCn1c(=O)c([N+](=O)[O-])c(Cl)c2ccccc21	.	-2.2	.
C[N+](C)(C)CCOP(=O)(O)OP(=O)([O-])OC[C@H]1O[C@@H](n2ccc(N)nc2=O)[C@H](O)[C@@H]1O	.	-0.1	.
Nc1ccccc1O	.	0.5	.
CN1CCN(C(=O)CCCN2C(=O)/C(=C/c3ccc(Cl)cc3)SC2=S)CC1	.	-0.2	.
CCCS(=O)(=O)NC(=O)C1(C)CCN(C(=O)c2ccc(OC)cc2)C1 (stereo unspecified)	.	1.3	.
Cc1cc(N)n2nc(-c3ccccc3)c(-c3ccccc3)c2n1	.	1.0	.
CCN1CCN(c2ccc(S(=O)(=O)N3CCCCC3)cc2NC(=O)c2ccc(C)o2)CC1	.	3.7	.
COc1ccccc1N(CC(=O)N/N=C/c1ccc(OCC(=O)NCc2ccco2)cc1)S(=O)(=O)c1ccc(C)cc1	.	-0.8	.
COc1ccc(NC(=O)c2ccc(CN3CCN(c4ccccc4)CC3)cc2)cc1OC	.	-4.7	.
CCCCCCn1cc(C(=O)O)c(=O)c2cc(F)c(N3CCN(C)CC3)cc21	.	1.8	.
CC(C)C(C(=O)O)N1C(=O)/C(=C/C=C/c2ccco2)SC1=S (stereo unspecified)	.	-0.1	.
CCOC(=O)C[n+]1c(C)sc2ccc(OC)cc21	.	-2.6	.
CCc1nnc(NC(=O)c2cc(S(=O)(=O)N3CCN(CC)CC3)ccc2Cl)s1	.	-0.5	.
CCOC(=O)c1ccc(N2C(=O)C3ON(c4ccccc4)C(c4ccco4)C3C2=O)cc1 (stereo unspecified)	.	1.1	.
S=c1nc(C2CCCCC2)[nH][nH]1	.	-1.8	.
Cc1ccccc1NC(=O)/C=C/c1ccc([N+](=O)[O-])s1	.	-13	.
CC(C)(C)C1C/C(=C/c2ccccn2)C(=O)/C(=C/c2ccccn2)C1 (stereo unspecified)	.	-17	.
Cc1ccccc1CSCC(=O)NC1CCCC1	.	4.2	.
CC(C)(C)OC(=O)NCCCCCNC(=O)c1[nH]cnc1C(=O)N[C@@H](CCCCNC(=O)OC(C)(C)C)C(=O)OC(C)(C)C	.	-3.1	.
CCc1cc2c(=O)nc3n(c2s1)Cc1ccccc1/C3=C(/O)c1cccc([N+](=O)[O-])c1	.	0.0	.
Cc1ccc2nc3c(cc(C(=O)NCCN4CCOCC4)c(=N)n3CCCN3CCOCC3)c(=O)n2c1	.	0.3	.
CCCS(=O)(=O)NC(=O)C1(C)CCN(C(=O)c2ccccc2Br)C1 (stereo unspecified)	.	0.7	.
COc1ccc(/C=C/C(=O)c2oc3ccc(F)cc3c2C)cc1	.	2.1	.
CCOC(=O)/C(=C\c1cccnc1)C(=O)c1cc(C(C)=O)c(Nc2ccccc2)s1	.	-18	.
CCOC(=O)c1c(N2C(=O)Nc3cc(Cl)c(Cl)cc3N2O)sc2c1CCCCC2	.	3.0	.
CCCCC(=O)N(C)c1c(CC)nc2c(OCC=C(C)C)cccn12	.	0.6	.
O=C(Cn1cnc2ccccc21)Nc1cccc(S(=O)(=O)N2CCCC2)c1	.	-1.3	.
NC1C2CN(c3nc4c(cc3F)c(=O)c(C(=O)O)cn4-c3ccc(F)cc3F)CC12 (stereo unspecified)	.	-3.7	.
COc1ccc(CCNc2nc(C)c(C(C)=O)s2)cc1OC	.	-1.6	.
COC1=C/C(=C/c2c(N)n3nc(CC(=O)N4CCCCC4)sc3nc2=O)C=CC1=O	.	1.8	.
O=C(O)C1Nc2c(C(=O)N3CCOCC3)cccc2C2C=CCC12 (stereo unspecified)	.	-0.6	.
COc1ccc2cc3cc(C(=O)N4CC(C)CC(C)C4)oc3nc2c1 (stereo unspecified)	.	2.6	.
O=C(NC1C/C=C\C(c2ccccc2)N(c2ccccc2)C(=O)C1)OCC1c2ccccc2-c2ccccc21 (stereo unspecified)	.	3.2	.
CCOC(=O)c1c(NC(=O)COc2ccccc2OCC)sc2c1CC(C)(C)NC2(C)C	.	-2.2	.
COc1ccc(/C=C2\Oc3cc(OCC(=O)N4CCC[C@H]4C(=O)O)ccc3C2=O)cc1OC	.	-0.7	.
COc1ccc(/C=N/Nc2nnc(-c3ncc[nH]3)c3ccccc23)cc1	.	0.3	.
CC(C)CCOc1ccc(C2(C)NC(=O)N(CN3CCOCC3)C2=O)cc1 (stereo unspecified)	.	1.0	.
C=CCn1c(/N=C/c2ccc(OC)cc2)nc2ccccc21	.	-0.1	.
Cc1ccc([N+](=O)[O-])cc1S(=O)(=O)Nc1ccccn1	.	0.4	.
COc1cccc(C2C=C(c3ccc(Br)s3)Nc3ncnn32)c1OC (stereo unspecified)	.	-3.9	.
O=C(Cn1ncn2c(cc3ccccc32)c1=O)NCCc1cccs1	.	-0.2	.
O=C(O)C(Cc1cn[nH]n1)=NO	.	0.9	.
Cc1[nH]c2ccc(C(=O)OC(C)C(=O)N(C)c3ccccc3)cc2c1C (stereo unspecified)	.	-2.3	.
Cc1cc(C)n(C(=O)/C(C#N)=N/Nc2cc(Cl)cc(Cl)c2)n1	.	0.1	.
CCOC(=O)c1c(C(C)(C)C)oc2ccc(O)cc12	.	2.4	.
Cc1ccc(NC(=O)C2CCN(S(=O)(=O)c3cccs3)CC2)cc1C	.	1.5	.
CCn1c(=O)c2sccc2n(Cc2ccccc2)c1=O	.	1.3	.
CCc1ccc(OCC2c3cc(OC)c(OC)cc3CCN2C(C)=O)cc1 (stereo unspecified)	.	6.1	.

(next part)
smiles	GC-A act	FXN GAA850 act	NPR2 activator
COc1ccc2[nH]c(=O)c(CN(CCN(C)C)C(=O)NCc3ccccc3)cc2c1	.	-2.4	.
C[C@@]12C(=O)N(c3cccc(F)c3)C(=O)N1[C@H](c1ccc(F)cc1)[C@@H]1C(=O)N(C3CCCCC3)C(=O)[C@@H]12	.	14*	.
O=C(CSc1nc2sc3c(c2c(=O)n1-c1ccccc1)CCCC3)N/N=C/c1ccccc1C(=O)O	.	-0.3	.
Cc1ccc2nc(NC(=O)CSc3nc4c(c(=O)n3C)SC(C)C4)sc2c1 (stereo unspecified)	.	2.6	.
Cc1ccc(NC(=O)c2cc(N3C(=O)C4CC=CCC4C3=O)ccc2N2CCOCC2)cc1Cl (stereo unspecified)	.	3.9	.
COc1ccc(NC(=S)N(CCO)Cc2ccccc2)cc1	.	1.9	.
CCc1ccc2nc(N3C(=O)C(O)=C(C(=O)c4ccco4)C3c3cccs3)sc2c1 (stereo unspecified)	.	2.7	.
CC(NC(=O)OC(C)(C)C)C(=O)Oc1cc2oc(=O)cc(-c3ccccc3)c2cc1Cl (stereo unspecified)	.	-3.8	.
O=C(C1CCCN1S(=O)(=O)c1cccc2cccnc12)N1CCn2c1nc1ccccc12 (stereo unspecified)	.	-2.8	.
O=C(NCCCn1ccnc1)C(=O)NCC(c1cccnc1)N1CCN(c2ccc(F)cc2)CC1 (stereo unspecified)	.	1.2	.
CCN1CCCC1CNC(=O)C1CCN(Cc2nc(-c3cccc(Br)c3)oc2C)CC1 (stereo unspecified)	.	0.4	.
O=C(/C=C(\c1ccc(Cl)cc1)n1cncn1)c1ccc(Cl)cc1	.	-1.4	.
CC1=C(C(=O)OCC2CCCCC2)C(c2cccc(O)c2)NC(=O)N1 (stereo unspecified)	.	0.6	.
COC1(OC)N=C(NC(=O)Nc2ccccc2)C2(C#N)C(c3ccccc3)C12C#N (stereo unspecified)	.	0.9	.
Cc1ccc(-c2csc(N3CCN(c4ccc5nc(-c6ccncc6)n(CCN6CCCCC6)c5c4)CC3)n2)cc1	.	3.2	.
O=[N+]([O-])/C=C\c1ccc(N2CCCC2)c(F)c1	.	8.6*	.
Cc1cc(NC(=O)CN2C(=O)CC(c3ccco3)Sc3ccccc32)no1 (stereo unspecified)	.	-1.6	.
O=C(C1=C(O)C(=O)N(CCCn2ccnc2)C1c1ccccc1)c1ccco1 (stereo unspecified)	.	0.5	.
O=C(CCc1ccccc1)NNC(=S)NC(=O)c1ccc(Cl)cc1	4	.	-2
CCOc1ccccc1CNc1ccc(N2CCOCC2)c(C(=O)O)c1	-1	0.6	-1
CCN(c1ccccc1)S(=O)(=O)c1ccc(OC)c(OC)c1	-1	1.2	0
C=CCn1c(SCC(=O)c2ccc(Br)cc2)nnc1C(C)NC(=O)Cc1ccc(OC)cc1 (stereo unspecified)	-9	-2.2	-14
Cc1cc(C)cc(NC(=O)C2CCCN(c3nccc(C)n3)C2)c1 (stereo unspecified)	-4	1.1	-7
CCCCN1C(=O)C2ON(c3ccccc3C)C(c3ccco3)C2C1=O (stereo unspecified)	-6	0.5	0
CCOc1cc(CNCCO)cc(Br)c1OCc1cccs1	-4	-4.4	-9
Cc1nn(-c2ccccc2)c(N2CCCC2)c1/C=N/O	0	-1.3	1
O=C(NCCC(c1ccccc1)c1ccco1)c1cccs1 (stereo unspecified)	-5	3.6	-3
CCOc1ccc(NC(=O)COC(=O)Cn2cnnn2)cc1OCC	8	0.0	0
COc1ccc2c(C)cc(SCC#N)nc2c1	4	2.0	-1
O=C(NCCc1ccccc1)C1CCN(c2nc3ccccc3o2)CC1	-3	-3.1	-6
Cc1cc(C)n2nc(CC(=O)NC3CCCCCCC3)nc2n1	-4	-1.3	-4
CN(C)S(=O)(=O)Nc1ccc2c(c1)OCO2	0	-2.3	6
CCOC(=O)N1CC=C2C(C#N)=C(N)C(C#N)(C#N)[C@H](c3cccs3)[C@H]2C1	-6	-0.2	0
CCOc1ccc(-c2cn[nH]c2N)cc1	5	3.7	1
COc1ccc(CC(=O)O/N=C(\N)Cc2ccc(OC)c(OC)c2)cc1	5	-3.0	4
C=CCNC(=S)NNC(=O)c1ccc(OCC(C)C)cc1	4	-3.3	1
Cc1ccc(C(=O)NNC(=S)Nc2cccc(Cl)c2Cl)cc1[N+](=O)[O-]	-1	-0.7	3
O=S(=O)(NCc1ccco1)c1ccc(S(=O)(=O)N2CCCCC2)cc1	1	-1.7	0
Cc1nn(-c2ccccc2)c(C)c1C(=O)OCC(=O)NC12CC3CC(CC(C3)C1)C2	-2	0.5	-11
COc1cccc(CNC2CCCC2)c1	-1	-2.5	-3

One compound at a time, as listed above.
COc1cccc(CNC2CCCC2)c1 is entered as GC-A act = -1; FXN GAA850 act = -2.5; NPR2 activator = -3
O=S(=O)(NCc1ccco1)c1ccc(S(=O)(=O)N2CCCCC2)cc1 is entered as GC-A act = 1; FXN GAA850 act = -1.7; NPR2 activator = 0

Going on with the list:
smiles	GC-A act	FXN GAA850 act	NPR2 activator
COC(=O)c1ccccc1NC(=O)Oc1ccc(C(C)C)cc1	3	0.6	-4
CCOC(=O)c1c(C)n(C)c2ccc(O)c(S(=O)(=O)c3ccccc3)c12	1	2.2	-7
CC(C)=CCCC1=CCC(/C(C)=N/NC(N)=O)CC1 (stereo unspecified)	2	-0.8	-5
O=C(N/N=C/c1c(Cl)cccc1Cl)c1cccc(F)c1	1	2.3	-5
CC1=CC(C)(C)N2C(=O)C3(C(C#N)=C(N)Oc4cc(O)ccc43)c3c(C)c(C)cc1c32 (stereo unspecified)	-1	-1.5	-1
COc1cc(NC(=O)COc2ccc(Cl)cc2)ccc1NC(=O)C(C)C	3	0.4	-1
O=C(Nc1ccc(S(=O)(=O)N2CCCc3ccccc32)cc1)C1CCCO1 (stereo unspecified)	-2	3.5	4
O=C(NN1CCOCC1)c1cc(-c2cccc(Cl)c2)nc2ccccc12	-4	-1.2	-11
CCOc1cc2[nH]c(=S)n(CCCC(=O)NCc3ccco3)c(=O)c2cc1OCC	0	1.0	-6
CCOc1ccccc1-n1c(SCC(N)=O)nnc1-c1ccco1	-4	0.0	-3
CCOc1ccc(CNc2ccc(N3CCCC3)cc2)cc1	-8	-2.7	-6
C=CCc1c(C)nc2c(C(=O)O)cnn2c1C	-4	-3.1	-12
CCOC(=O)N1CCC(NC(=O)c2cc(S(=O)(=O)N(CC)CC)ccc2F)CC1	3	0.5	4
CCOC(=O)CCN(Cc1cccs1)S(=O)(=O)c1ccc(Cl)cc1	-6	-1.1	-8
Cc1ccc2nc(N/N=C/c3ccccc3C#N)nc(-c3ccccc3)c2c1	5	-4.2	-7
Cc1ccccc1CN1C(=O)C2(OCCCO2)c2ccccc21	-9	0.9	2
CC(C)OP(=O)(OC(C)C)C(Nc1cccc(C(=O)O)c1)c1ccccc1 (stereo unspecified)	0	-0.5	1
CCc1ccc(N/C(SC)=C(/C#N)C(N)=O)cc1	2	-2.5	0
